KB-3-1 cytotox – kills parental KB-3-1 adenocarcinoma cells. KB-3-1 viability, CellTiter-Glo ATP luminescence, 72 h. Potency, µM (highest dose often 46.1 µM), for inactives: top-dose activity change, negative = cytotoxic, usual class: cytotoxic. actives 1.4% (n = 400,000); further: on the % scale 0 is the no-effect control and ±100 the full control effect; nearly all actives have a fitted effect of over 60% in size
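Cells are dispensed, compounds pinned in, plates held at 37 °C for 72 h, then CellTiter-Glo is added and luminescence read after 10 minutes. Cell line: parental KB-3-1 in phenol-red-free DMEM, 10% FBS.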
HepG2 viability – HepG2 cytotoxicity, counter-screen for TGF-b inhibitors; HepG2 CAGA-GFP viability, ATP luminescence, 18 h; Potency, µM (titrated, usually from 46.1 µM), inactives show at the top dose activity change, negative = cytotoxicity, usual class: cytotoxic; actives 0.76% (n = 410,000); AID 588856; further: some results filed as inactive show a strong effect at the top dose
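CellTiter-Glo luminescence gave cytotoxicity after 18 hours at 37 degrees C. The cells were HepG2 CAGA-GFP in 1% FBS DMEM, stimulated with 500 pg/mL TGF-beta after compound addition. %Activity was normalised to no-cell wells (complete cell-killing) and DMSO (no toxicity), and curves were fitted and classified.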
* = called active by the depositor; ? = inconclusive; & = joins results of further samples. The call rests on the fitted dose curve; in most records, active means well fitted curve in the direction sought with a large enough effect; inconclusive means small, poorly fitted or top-dose-only effect, or another doubt; inactive means no such curve, though single readings can be large; an effect the other way counts as inactive or inconclusive. Potency means the concentration at half of the fitted maximal effect.

Fields: KB-3-1 cytotox, HepG2 viability
- COc1cc2c(cc1OC)C(c1oc(-c3ccc(-c4cc(Cl)ccc4Cl)o3)cc1C)=NCC2
→ ?, 16%
- Cc1ccc(-n2ncc(C(=O)NCCN3CCC(Cc4ccccc4)CC3)c2C2CCN(C(=O)OC(C)(C)C)CC2)cc1
→ ?, 13µM*
- O=C(C[n+]1ccccc1)c1ccc(I)cc1
→ ?, 5%
- COc1ccc(OCC(=O)Nc2ccc3c(c2)nc(CCNC(=O)c2ccco2)n3C)cc1
→ -17%, -3%
- O=C(CSc1ccc2nnc(CCNS(=O)(=O)c3ccccc3)n2n1)Nc1ccccc1C(F)(F)F
→ 8%, 0%
- Cc1cc2ccccc2c[n+]1CC(=O)c1ccc(F)cc1
→ -5%, -1%
- COCCCNC(=O)C1CCN(c2nc3ccc(Cl)cc3[nH]2)CC1
→ -1%, -5%
- Cc1ccc(N2CC(C)Cn3c2nc2c3c(=O)n(Cc3cccc(Cl)c3)c(=O)n2C)cc1 (stereo not given)
→ -11%, 17%
- COc1cc(C(=O)NCc2ccc3c(c2)CCN3C(=O)c2ccncc2)cc(OC)c1OC
→ -6%, -22%
- O=C(NCc1ccc(F)cc1)c1cnc(N2CCCCC2)c2ccccc12
→ -2%, -19%
- CN(N=O)c1ccc2c(c1)Cc1ccccc1-2
→ 0%, -62%
- Cn1c2ccccc2c2c(C(=O)N3CCN(c4ccc(F)cc4)CC3)cn(C3CCCCC3)c(=O)c21
→ -30%, -7%
- CCOC(=O)c1cc(-c2ccccc2)n(CCC(=O)Nc2ccc(Cl)c(C(F)(F)F)c2)c1C
→ ?, 11µM*
- Cc1ccc(NC(=O)c2sc3nc4n(c(=O)c3c2C)CCCCC4)c(Br)c1
→ 12%, -17%
- CCCCOc1ccc(CC(=O)N(C)O)cc1
→ ?, 0%

The last 2 entries of the section above open the next one:
Fields: KB-3-1 cytotox, HepG2 viability
- Cc1ccc(NC(=O)c2sc3nc4n(c(=O)c3c2C)CCCCC4)c(Br)c1
→ 12%, -17%
- CCCCOc1ccc(CC(=O)N(C)O)cc1
→ ?, 0%
- CCOCCCNC(=O)c1c(NC(=O)c2nc(SC)ncc2Cl)sc2c1CCCC2
→ 3%, 3%&6%
- CCOC(=O)N1CCC(NC(=O)c2c(C)nn(-c3cccc(C)c3)c2-n2cccc2)CC1
→ -6%, -25%
- COc1ccc(CCNC(=O)CSCc2nc(-c3cccc(C)c3)oc2C)cc1OC
→ ?, -21%
- FC(F)(F)C(F)(F)C(F)(F)c1nc2ccccc2[nH]1
→ -8%, -35%
- C[C@@H]1[C@H](c2ccccc2)OCCS(=O)(=O)N1Cc1ccccc1F
→ ?, -20%
- COc1ccc(NC(=O)CSc2nncn3c2cc2occc23)c(OC)c1
→ -3%, -12%
- c1cc2c(cc1Cc1cncc(Cc3ccc4c(c3)OCO4)c1)OCO2
→ 0%, 6%
- O=C1CCC[C@@H]2CC(Nc3ccccc3)C[C@@H]3CCN1[C@H]23 (stereo not given in full)
→ 8%, 9%
- Cc1ccc(NC(=O)COC(=O)c2ccccc2OCC(=O)Nc2ccc(Br)cc2)c(C)c1
→ 9%, 0%
- Cc1ccc(SC[C@H](C)CN2CC[C@H](O)CCC2=O)cc1
→ -3%, -14%
- CCCCn1c(SCC#N)nc2ccccc2c1=O
→ 29%, -18%
- COc1cc(/C=C/c2ccnc3ccccc23)ccc1N(C)C
→ ?, -31%
- CCCS(=O)(=O)N1CC(=O)N(c2cc(C)ccc2C)C(C)(C(=O)NC2CCCCCC2)C1 (stereo not given)
→ 18%, -11%
- CC1=C(c2ccc(C)c(C)c2)S(=O)(=O)N(Cc2ccc(C(=O)NCc3ccccc3F)cc2)C1=O
→ -18%, 1%
- CC(=O)Nc1ccc(C)cc1-c1nc2ccccc2n(Cc2cccc(Br)c2)c1=O
→ -1%, -1%

Taken from above:
Value of Cc1ccc(NC(=O)COC(=O)c2ccccc2OCC(=O)Nc2ccc(Br)cc2)c(C)c1 under HepG2 viability: 0%
Value of FC(F)(F)C(F)(F)C(F)(F)c1nc2ccccc2[nH]1 under HepG2 viability: -35%
Value of CCOC(=O)N1CCC(NC(=O)c2c(C)nn(-c3cccc(C)c3)c2-n2cccc2)CC1 under KB-3-1 cytotox: -6%
Value of CCOCCCNC(=O)c1c(NC(=O)c2nc(SC)ncc2Cl)sc2c1CCCC2 under KB-3-1 cytotox: 3%

Following part
Fields: KB-3-1 cytotox, HepG2 viability
- Cn1cc(S(=O)(=O)c2ccccc2)c(=O)c2cc(F)c(N3CCCCCC3)cc21
→ -12%, -16%
- CCCCn1cc(S(=O)(=O)c2ccc(CC)cc2)c(=O)c2cc(F)c(N3CCCC(C)C3)cc21 (stereo not given)
→ 2%, -19%
- Cc1cccc(-c2nnc(SC(C)C(=O)Nc3ccccc3)n2C)c1 (stereo not given)
→ ?, -21%
- CCOc1ccc2nc(N3CCCC(C(=O)Nc4ccccc4CC)C3)sc2c1 (stereo not given)
→ 7%, 11%
- CCOC(=O)c1cc(-c2ccccc2)n(CCCC(=O)Nc2ccc(CC)cc2)c1C
→ ?, -41%
- Cc1ccccc1NC(=O)Nc1csc2c1CCCC2
→ -27%, -23%
- Clc1ccc(CSc2ccc(-c3cccs3)nn2)cc1
→ 4%, 4%
- Cc1ccc2oc(=O)c3cnn(CC(=O)Nc4ccc(Br)cc4C)c3c2c1
→ 7%, -4%
- COc1ccccc1C(O)c1nccn1Cc1ccccc1 (stereo not given)
→ 16%, 4%
- O=S(=O)(c1ccc(F)cc1)N1CCN(c2nc(-c3ccccc3)nc3ccccc23)CC1
→ ?, 10%
- COc1cccc(CNC(=O)c2cnc(N3CCCCC3)c3ccccc23)c1
→ -15%, -9%
- Clc1ccc2c(Cl)cc[n+](CCC3CCCCC3)c2c1
→ 29%, -2%
- COc1ccc(CCNS(=O)(=O)c2cc(-c3cc(C)no3)ccc2C)cc1OC
→ 8%, 0%
- Cc1cc(C)cc(NC(=O)C(C)N2Cc3ccccc3C2=O)c1 (stereo not given)
→ -8%, 3%
- COC(=O)C[C@H]1c2ccccc2S(=O)(=O)N1c1ccc(N(C)C)cc1
→ -10%, 5%
- O=C(CSc1ccc(-c2cccs2)nn1)Nc1cccc(F)c1
→ ?, -25%
- COc1cc(N(C)C)c(OC)cc1/C=C1\Cc2ccccc2C1=O
→ 0%, -8%
- CCOc1cc(C2Nc3ccccc3C(=O)N2Cc2ccco2)ccc1O (stereo not given)
→ 0%, -12%
- Cc1cc(=O)[nH]c2nc(N)ccc12
→ ?, -1%
- Cc1cc(C)cc(NC(=O)c2sc3nc[nH]c(=O)c3c2C)c1
→ -8%, 1%
- O=[N+]([O-])c1ccc(/C=C/c2ccnc3ccccc23)cc1
→ ?, -8%
- Cc1ccc(C=O)cc1Cl
→ -9%, 3%
- CC(Oc1ccccc1)C(=O)N[C@@H]1C(=O)N2C(C(=O)OCC3CCCCC3)C(C)(C)S[C@H]12 (stereo not given in full)
→ 1%, -4%
- CCOc1cc(-c2nnc(SCC(=O)NC3CCCCC3)nc2-c2ccc(OC)c(OCC)c2)ccc1OC
→ 0%, 5%
- CCOc1ccc2nc(NC(=O)CS(=O)(=O)c3ccc(Cl)cc3)sc2c1
→ ?, -62%
- O=C1C[C@H]2C=CCc3cccc(c32)CN1Cc1ccccc1
→ -5%, -37%
- Cc1cc(NC(=O)Cn2nc(C)n3cccc3c2=O)ccc1Br
→ 1%, -11%
- CCCNC(=O)CSc1nc2ccccc2nc1Cc1ccc(Cl)cc1
→ 1%, 3%
- Cc1[nH]c2ccccc2c1C(c1c[nH]c2ccccc12)c1c(C)[nH]c2ccccc12
→ -12%, -47%
- Cc1ccc2nc(COc3cccc(NC(=O)COc4ccc(F)cc4)c3)cc(=O)n2c1
→ 7%, -9%
- COc1ccccc1N(C)C
→ -11%, -32%
- COc1cc(-c2nnc(SCC(=O)Oc3ccccc3Cl)o2)cc(OC)c1OC
→ 1%, 2%
- Cc1ccc(NC(=O)CSc2ccc3nnc(CCNS(=O)(=O)c4ccccc4)n3n2)cc1Cl
→ -1%, 0%
- COc1ccc(C(=O)NCC(=O)OCC(=O)c2ccc3ccccc3c2)cc1
→ -2%, -9%
- Cc1c(C(=O)N(Cc2ccccc2F)C2CCS(=O)(=O)C2)oc2ccccc12 (stereo not given)
→ -3%, -26%
- COc1ccc(CCC(=O)NCc2ccc3c(c2)CCN3C(=O)c2ccc(Cl)cc2)cc1
→ -23%, 3%
- Cc1ccc2nc(Cl)c3cc(C(=O)NC4CCCCC4)sc3c2c1
→ 10%, 0%
- CCN(CC)S(=O)(=O)c1nnc(NC(=O)c2ccc(C(C)C)cc2)s1
→ 1%, -35%
- COc1ccc(C(=O)NCC(c2cccnc2)N2CCc3ccccc3C2)cc1OC (stereo not given)
→ -15%, -23%
- CCOC(=O)c1cc(-c2ccc(F)cc2)n(CC(=O)NCc2ccc(OC)cc2)c1C
→ -3%, -30%
- CN(C)c1ccc(C(CNC(=O)c2ccccc2F)N2CCc3ccccc32)cc1 (stereo not given)
→ 20%, -27%
- CC(C)c1ccc(NC(=O)Nc2csc3c2CCCC3)cc1
→ ?, -24%
- C=C(C(=O)O)c1ccc2ccccc2c1
→ 0%, 0%
- O=C(NCc1ccco1)C1CCN(C(=O)N2CCOc3ccc(Cl)cc32)CC1
→ -11%, 5%
- O=C(C[n+]1cc(Br)cc(Br)c1)c1ccc2c(c1)CCCC2
→ -26%, 1%
- COc1ccccc1Nc1c2c(nc3ccc(NC(=O)c4ccccc4F)cc13)CCCC2
→ ?, -44%
- CN(C)c1ccc(C(CNC(=O)c2c(F)cccc2Cl)N2CCOCC2)cc1 (stereo not given)
→ -2%, -13%
- CCc1nnc(SC(CC)C(=O)Nc2ccc(OC)c(Cl)c2)c2cc3occc3n12 (stereo not given)
→ 8%, -11%
- Cc1cccc(NS(=O)(=O)c2ccc3c(c2)C(C)(C)C(=O)N3C)c1
→ -9%, -24%
- CC(=O)N1CCC(C(=O)Nc2nnc(C(C)C)s2)CC1
→ ?, -15%
- COc1ccccc1C(=O)Nc1ccc(OCc2cc(=O)n3cccc(C)c3n2)cc1
→ 0%, 6%
- CCOC(=O)C1CCN(C(c2ccc(OCC)cc2)c2c(O)cc(C)n(CCOC)c2=O)CC1 (stereo not given)
→ 10%, 0%
- COc1ccc(C(=O)N(Cc2ccco2)Cc2cccs2)c(OC)c1
→ 0%, 4%
- Cn1c(C(=O)N2CCC(C(=O)NCCc3ccccc3)CC2)cc2sccc21
→ 3%, -36%
- CC1Cc2ccccc2C[N+]1(C)CC(=O)c1ccc(I)cc1 (stereo not given)
→ 5%, 16%
- COc1ccc(-c2nc(SCC(=O)NC3CCCC3)c(-c3ccccc3)[nH]2)cc1OC
→ 7%, -19%
- COC(=O)c1ccc(OC)c(CN2CCCN(Cc3ccc(C)cc3)S2(=O)=O)c1
→ -7%, 0%
- Cc1cccc(-n2ncc(C(=O)N3CCN(c4ccc(C)cc4C)CC3)c2C2CCN(C(=O)OC(C)(C)C)CC2)c1
→ -4%, -19%
- COc1ccc(-c2nnc(SCC(=O)Oc3c(C)cccc3C)o2)cc1OC
→ 1%, 6%
- CCOc1ccccc1CNC(=O)CN1C(=O)c2cccnc2Oc2ccc(C)cc21
→ 2%, -11%

Record cards, from the list above:
Listed for CCOc1ccccc1CNC(=O)CN1C(=O)c2cccnc2Oc2ccc(C)cc21 → KB-3-1 cytotox: 2%; HepG2 viability: -11%
Listed for COc1ccc(C(=O)N(Cc2ccco2)Cc2cccs2)c(OC)c1 → KB-3-1 cytotox: 0%; HepG2 viability: 4%

More records:
Fields: KB-3-1 cytotox, HepG2 viability
- COC(=O)c1ccccc1NS(=O)(=O)c1cc2c3c(c1)CC(=O)N3CCC2
→ -5%, 3%
- CCOc1ccc2nc(N3CCCC(C(=O)Nc4cc(Cl)c(OC)cc4OC)C3)sc2c1 (stereo not given)
→ 0%, -10%
- COc1cc(-c2c(-c3ccc4c(c3)OCO4)noc2-c2ccsc2)cc(OC)c1OC
→ 13%, 14%
- O=C1c2[nH]nc(-c3ccccc3O)c2C(c2ccc(Cl)cc2)N1Cc1ccco1 (stereo not given)
→ ?, 16µM*
- Cc1cc(-c2ccc(C)c(S(=O)(=O)N3CCC(C)CC3)c2)on1
→ 0%, -47%
- CC(C)COc1ccc(CC(=O)NO)cc1
→ -4%, 3%
- COCCn1c(C)cc(O)c(C(c2ccccc2Cl)N2CCN(c3ccccc3)CC2)c1=O (stereo not given)
→ -5%, -4%
- Cc1ccc(CNC(=O)COCc2cc(-c3cccs3)on2)cc1
→ 12%, -30%
- COc1ccc(-c2nnc(SCC(=O)Nc3ccc(C(C)C)cc3)nc2-c2ccc(OC)c(OC)c2)cc1OC
→ -13%, -8%
- O=C(NCc1cccc(F)c1)C1CCCN(C(=O)N2CCOc3ccccc32)C1 (stereo not given)
→ 12%, 3%
- O=C(C[n+]1ccccc1Cl)c1ccc(Br)cc1
→ -10%, -5%
- O=C1c2ccccc2NC(c2ccccc2O)N1Cc1ccco1 (stereo not given)
→ 9%, 5%
- Cc1ccc(NC(=O)Cn2cc(S(=O)(=O)Cc3ccccc3)c3ccccc32)cc1C
→ ?, -19%
- CC(C)(C)c1ccc(C(=O)NC(Cc2c[nH]c3ccccc23)C(=O)OCC(=O)c2ccccc2)cc1 (stereo not given)
→ 0%, -19%

Only part of the results is shown; rates above refer to the full screens.
